From PubChem
D2 PAM = D2 dopamine receptor (human) potentiation | P14416 | HEK293 T-REx D2, calcium flux, EC20 dopamine potentiation | potentiation, % at 10 µM | 340,000 tested, 0.34% active;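 active means potentiation over 3 SD above the plate norm, cut at about 30% in these data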; further: 0% is about no effect
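Tetracycline-induced HEK293 T-REx cells force-coupled to calcium signalling expressed D2; compounds were pin-added after a 10 s baseline, read kinetically 180 s, then an EC20 dopamine challenge followed with a further 180 s calcium read.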
RXFP1 antag = blocks the human relaxin receptor RXFP1 | Q9HBX9 | HEK293-RXFP1, relaxin-stimulated cAMP HTRF, 30 min; hits give low values | activity change, negative = inhibition, % at 57.5 µM | 350,000 tested, 0.59% active | AID 1259400;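 active means activity change of -60% or lower, but not beyond a set lower limit; inconclusive means change between -60% and -40%, or beyond the set limit; inactive means change above -40%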; further: on the % scale 0 is the no-effect control and ±100 the full control effect
TRHR agonist = activates the human TRH receptor; 360,000 tested, 0.18% active; activation, % at 2 µM; P34981; AID 493084; TRHR cells, calcium flux fluo-8, FDSS agonist mode; further: 0% is about no effect
Target sequence (P34981 whole entry, looked up): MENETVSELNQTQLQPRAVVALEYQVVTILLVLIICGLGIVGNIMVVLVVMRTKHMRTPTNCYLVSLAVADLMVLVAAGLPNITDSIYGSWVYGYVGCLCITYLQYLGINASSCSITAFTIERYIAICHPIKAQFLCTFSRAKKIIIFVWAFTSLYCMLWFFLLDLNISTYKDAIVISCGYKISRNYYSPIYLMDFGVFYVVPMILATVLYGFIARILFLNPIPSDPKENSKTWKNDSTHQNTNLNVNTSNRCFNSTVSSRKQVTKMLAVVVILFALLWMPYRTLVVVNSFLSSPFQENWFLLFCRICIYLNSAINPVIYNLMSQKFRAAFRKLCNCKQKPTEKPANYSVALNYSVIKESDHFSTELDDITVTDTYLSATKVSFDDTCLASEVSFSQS
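TRHR-expressing cells, plated overnight in medium with 10% serum, were loaded with fluo-8 calcium dye at room temperature. After a 10 s baseline, library compound was pin-added and calcium release was recorded kinetically (ex 480/em 530) as agonist response.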
TRHR enhancer = allosterically enhances the human TRH receptor; P34981; TRHR cells, fluo-8 calcium fluorescence, EC20 TRH enhancement; enhancement, % at 2 µM; 360,000 tested, 0.66% active; AID 493056; in the data active means enhancement above about 30%; further: 0% is about no effect
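Enhancer read-out: after compound pinning and an initial kinetic agonist-mode read, an EC20 of TRH (10 nM final) was injected and fluo-8 calcium signal (Ex 480/Em 530) followed at 1 s/cycle for 100 cycles in TRHR-expressing cells.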
D1 ag = activates the human D1 dopamine receptor; AID 504660; HEK293 T-REx D1 cells, calcium flux, agonist mode; activation, % at 2 µM; P21728; 360,000 tested, 1% active; further: 0% is about no effect
Target sequence (P21728 whole entry, looked up): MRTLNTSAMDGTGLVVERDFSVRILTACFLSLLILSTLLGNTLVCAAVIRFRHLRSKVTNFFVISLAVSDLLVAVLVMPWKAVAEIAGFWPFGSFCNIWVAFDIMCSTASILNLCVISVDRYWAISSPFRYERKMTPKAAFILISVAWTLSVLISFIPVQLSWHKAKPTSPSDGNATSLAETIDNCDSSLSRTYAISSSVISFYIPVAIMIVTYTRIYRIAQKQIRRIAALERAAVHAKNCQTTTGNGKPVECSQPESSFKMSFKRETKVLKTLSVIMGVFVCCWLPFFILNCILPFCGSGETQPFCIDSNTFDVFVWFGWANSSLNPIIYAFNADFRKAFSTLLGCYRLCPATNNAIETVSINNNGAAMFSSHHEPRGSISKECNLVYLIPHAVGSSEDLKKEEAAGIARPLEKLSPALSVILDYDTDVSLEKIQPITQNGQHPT
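Inducible HEK293 T-REx D1 cells, force-coupled to calcium signalling, were plated at 4000 cells/well with tetracycline and held overnight at 30 C. After no-wash calcium dye loading, compound-evoked calcium rise over 180 s flagged agonists.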
D1 antagonist = blocks dopamine activation of the human D1 receptor; P21728; 360,000 tested, 3.2% active; activity change, negative = inhibition, % at 10 µM; HEK293 TREx D1 cells, calcium flux, dopamine EC80; hits give low values; AID 504652; in the data active means activity change below about -30%; further: on the % scale 0 is the no-effect control and ±100 the full control effect
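Antagonism measured as reduced calcium response to an EC80 dopamine addition following 180 s compound pre-read; cells were inducible HEK293 Trex D1 plated overnight at 30 C, read kinetically at 1 cycle/sec.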
D2 ag = agonists of human D2 dopamine receptor; P14416; HEK293 T-REx D2 cells, calcium flux agonist mode; activation, % at 2 µM; 340,000 tested, 0.53% active; AID 485358;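 active means activation over 3 SD above normal in the single-dose calcium agonist read, cut at about 30% in these data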; further: 0% is about no effect
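Agonism scored from kinetic calcium signal (1 read/sec, 180 s) following compound pin transfer, after a 10 s baseline. Cells: HEK293 Trex line expressing inducible D2 receptor coupled to calcium, dye-loaded after overnight culture at 30 C.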
D2 antagonist = antagonizes the human D2 dopamine receptor. inhibition, % at 10 µM. P14416. 340,000 tested, 2% active. HEK293 TREx D2 cells, calcium flux, dopamine EC80; in the data active means inhibition above about 30%; further: 0% is about no effect
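Inhibition of EC80 dopamine-driven calcium flux, recorded kinetically, defines activity here; cells are a tetracycline-induced HEK293 T-REx line expressing force-coupled D2.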
D1 PAM = human D1 dopamine receptor positive modulation. P21728. HEK293 TREx D1 cells, calcium flux, dopamine EC20 potentiation. potentiation, % at 10 µM. 360,000 tested, 0.036% active; in the data active means potentiation above about 30%; further: 0% is about no effect
Numbers without * were called inactive; ? = inconclusive; nt = no result given; & = joins results of further samples. Unless noted, no stated cut-off is given here; in the data, active means activation above about 30%; inactive means the rest.

SMILES	D2 PAM	RXFP1 antag	TRHR agonist	TRHR enhancer	D1 ag	D1 antagonist	D2 ag	D2 antagonist	D1 PAM
CCOc1cc(Cl)c(S(=O)(=O)NCc2cccnc2)cc1Cl	-2	-10	0.6	-4	6	-1	-2.6	-9	-5
O=C(c1ccc2c(c1)OCCO2)N1CCN(Cc2ccccc2)CC1	-7	-4	1.4	-12	3	-24	0.6	-5	-10
COc1cc(OC)c(NS(=O)(=O)c2cc3[nH]c(=O)c(=O)[nH]c3cc2C)cc1Cl	-5	2	0.7	-5	2	-8	0.5	14	1
CC1(c2nnc(-c3ccccc3)o2)CC(c2ccncc2)=NO1 (configuration not stated)	-2	nt	0.4	-4	1	5	-0.1	17	0
Cc1ccccc1C(=O)NCc1ccc2c(c1)CCN2C(=O)c1ccccc1	-8	?	-0.3	-6	8	-41*	1.1	nt	-4
O=C(NCc1ccco1)c1csc(Nc2ccccc2Cl)n1	-6	-9	-1.3	2	4	-11	nt	nt	-6
CC(C)Cn1c(O)c2ccc(C(=O)N=NC(=O)c3cccnc3)cc2c1O	-4	0	-0.1	1	6	5	-0.1	5	-3
CS(=O)(=O)N(CC(=O)NCc1ccncc1)c1cc(Cl)cc(Cl)c1	6	-10	0.0	-1	1	7	0.3	18	-2
Cc1ccc(C)c(S(=O)(=O)c2nnn3c2nc(N2CCCCC2)c2sccc23)c1	4	-20	-0.5	-12	0	-15	-0.7	nt	-5
COc1ccc(C(=O)N2CCOCC2)cc1Br	7	-12	0.3	-1	3	-3	1.1	4	-1
CC(C)NC(=O)c1onc(CSc2ccc(Cl)cc2)c1C(=O)NC(C)C	15	nt	-0.3	6	5	2	1.1	27	2
CSCCC(NC(=O)COc1ccccc1)C(=O)N1CC(C)CC(C)C1 (configuration not stated)	7	-15	-0.4	2	1	-8	-0.1	-3	1

Gathered by group: those above with an aryl methoxy group.
SMILES	D2 PAM	RXFP1 antag	TRHR agonist	TRHR enhancer	D1 ag	D1 antagonist	D2 ag	D2 antagonist	D1 PAM
COc1cc(OC)c(NS(=O)(=O)c2cc3[nH]c(=O)c(=O)[nH]c3cc2C)cc1Cl	-5	2	0.7	-5	2	-8	0.5	14	1
COc1ccc(C(=O)N2CCOCC2)cc1Br	7	-12	0.3	-1	3	-3	1.1	4	-1

The listing continues.
SMILES	D2 PAM	RXFP1 antag	TRHR agonist	TRHR enhancer	D1 ag	D1 antagonist	D2 ag	D2 antagonist	D1 PAM
COc1ccc(CCN(C)C(=O)/C=C/c2c(Cl)nc3ccccn23)cc1OC	-2	-7	-0.4	0	6	-1	-0.6	-2	6
CC1CCCCC1NC(=O)C(C)N1C(=O)c2ccccc2C1=O (configuration not stated)	10	3	0.0	9	0	3	0.2	9	-6
COc1ccc(S(=O)(=O)N2CCN(c3ccc4nnc(-c5ccccc5)n4n3)CC2)cc1	19	nt	-0.4	48*	1	-4	0.5	6	0
O=C(CNS(=O)(=O)c1ccccc1)NCc1ccccn1	-7	7	0.8	-4	2	-6	1.0	-4	-10
COc1ccc(NC(=O)C2CCCN(c3cc(C)nc4ncnn34)C2)cc1 (configuration not stated)	-11	-32	-0.5	-7	1	8	0.3	30*	-4
COc1ccc(/C=N/OCC(=O)NC(c2ccccc2)c2ccccc2)cc1OC	4	7	-0.1	-1	1	-6	0.6	2	1
CSc1ncc(C(=O)NCc2ccc(C)cc2)c(C)n1	-14	1	0.0	2	-2	1	0.4	nt	0
CCN(Cc1ccccc1)c1ccc(/C=N/N=C(N)N)cc1	-2	-40	1.6	5	8	17	2.4	-18	10
CCC1CCCCN1C(=O)CCc1nnc(Cc2cc(OC)ccc2OC)o1 (configuration not stated)	-6	-11	0.0	10	4	-5	0.6	-2	1
Cc1ccc(N(CCC#N)C(=O)COC(=O)C2CCN(S(=O)(=O)c3ccc4c(c3)OCCO4)CC2)cc1	-8	-13	0.4	5	7	-16	-0.4	5	-1
COCCCn1c(=N)c(C(=O)NC2CCCCC2)cc2c(=O)n3ccccc3nc21	-6&-3	-7	-0.2&-0.4	-4&-1	1&-3	-6&-10	-0.8&0.0	2	0&-8
O=C1OC(/C=C/c2ccc(Cl)cc2)=NC/1=C/c1ccco1	-1	nt	1.3	1	12	-2	1.3	0	0
Cc1cc(C)nc(Nc2ccc(Cl)cc2C)n1	1	15	0.0	-5	2	2	0.7	-4	-4
COc1ccc(CCN(C)c2ccc(S(=O)(=O)N3CCCC3)cc2[N+](=O)[O-])cc1OC	3	8	0.0	-2	2	4	4.1	9	-2
COc1ccc(C2=CC(c3cccc(C)c3)n3nnnc3N2)cc1 (configuration not stated)	-6	-19	0.9	-8	2	9	-2.6	nt	-2
Cc1ccc(S(=O)(=O)N2CCCc3cc(NS(=O)(=O)c4ccccc4)ccc32)cc1	4	-1	-1.3	2	4	21	1.2	nt	1
Cc1ccc(N2CCN(C(=O)Cn3ncc4c([nH]c5ccc(C)cc54)c3=O)CC2)c(C)c1	-1	1	0.6	-10	-1	4	0.7	nt	-2
COc1ccc(OC)c(NC(=O)CSc2nccn2Cc2ccco2)c1	4	0	-0.8	3	9	-5	-1.4	6	3
Cc1cc(NS(=O)(=O)c2ccc(NC(=O)c3cnc4scc(C)n4c3=O)cc2)nc(C)n1	17	-5	0.0	4	2	0	-2.4	2	3
CC1(c2ccccc2)NC(=O)N(CC(=O)Nc2ccccc2C(=O)NC2CC2)C1=O (configuration not stated)	0	3	0.0	-1	1	0	0.4	-2	1
COc1ccc(N(CC(=O)Nc2cc(Cl)ccc2OC)S(=O)(=O)c2c(C)[nH]c(=O)[nH]c2=O)cc1	0	-9	0.2	-1	3	-10	0.3	15	0
C=C(C)CSc1nc(N)c2c(C)c(C)sc2n1	8	-13	-1.3	0	2	-26	-0.1	4	-6
COCCNC(=O)c1ccc(Cn2c(SCC(=O)NC(C)C)nc3ccccc3c2=O)cc1	3	nt	0.5	4	0	-6	-1.5	nt	-2
O=C(Oc1cccnc1)c1cc(S(=O)(=O)N2CCOCC2)ccc1Cl	-1	4	-0.1	0	1	-25	0.0	-5	-9
CN1C(c2ccc(F)cc2)=CS/C1=C(\C#N)c1nnc2n1-c1ccccc1SC2	4	-35	-0.8	-3	1	3	0.6	-2	-8
Cn1c(=O)[nH]c(=O)c2c1nc(SCCN1CCCCC1)n2CCCc1ccccc1	2	-1	-0.5	2	0	8	-0.1	-7	1
NC(=O)c1ccccc1NC(=O)CN1CCOCC1	13	1	-0.3	-4	4	-1	-1.1	31*	-5
CCN(CC)C(=O)Cn1cc(C(=O)C(=O)N2CCN(Cc3ccccc3)CC2)c2ccccc21	-22	-21	-0.1	-6	3	-8	58*	2	-7
Cc1ccc(Cl)cc1NC(=O)CC1NC2CCCCC2NC1=O (configuration not stated)	-9	1	0.1	-3	1	8	-0.1	23	-3
Cc1ccc(NC(=O)CSc2nnc(C3CC3)n2CC2CCCO2)c(C)c1 (configuration not stated)	-15	-1	0.7	0	3	9	-0.2	-9	7
COc1cc(OC)cc(C(=O)N2CCC(C(=O)NCCc3ccccc3)CC2)c1	-1	7	-0.5	-3	0	3	-0.4	-9	1
C=CCc1cc(C)cc(C)c1OCCn1cncn1	-19	1	-0.4	-6	-3	-4	-0.2	-1	-8
CCc1ccccc1OCC(=O)NNCC(=O)Nc1cccc(C#N)c1	4	-2	0.3	-4	0	10	0.5	-8	-1
CCCc1cc(=O)[nH]c(SCC(=O)Nc2ccc(OCc3ccccc3)cc2)n1	-7	-2	-0.5	1	3	-4	-0.1	-14	nt
COc1ccc(NC(=O)c2cc(C3CC3)nc3c2c(C)nn3-c2ccccc2)cc1	-6	1	0.7	19	-1	-13	0.0	nt	-5
O=C(NCCN1CCOCC1)/C(=C/c1ccco1)NC(=O)c1ccccc1	4	-3	-0.3	-8	4	-14	0.5	9	-8
O=C(Nc1ccccc1)Nc1nc(-c2ccc(Cl)cc2)cs1	0	-7	0.8	0	3	-7	1.0	1	-13
COc1cc(C(=O)NC(CCSC)C(=O)OCC(=O)NC(=O)C2CCCCC2)cc(OC)c1OC (configuration not stated)	6	-5	-1.2	4	5	-6	-1.0	-28	-2
CCCCNc1c(-c2ccc(OC)c(Sc3ccc(OC)cc3)c2)nc2ccccn12	4	nt	-0.5	8	2	31	2.7	1	2
Cc1ccc(C(=O)N2CCCCC2C(=O)O)o1 (configuration not stated)	-4	-10	0.4	-3	1	5	-0.7	-2	-1
Cc1nn(Cc2ccccc2Cl)c(C)c1C(=O)NCCN1C(=O)S/C(=C\c2ccccc2)C1=O	4	8	0.7	-2	3	2	-0.1	-6	-3
COc1ccc(N(CC(=O)Nc2cccc([N+](=O)[O-])c2C)S(C)(=O)=O)cc1OC	-1	-3	0.3	-1	2	13	-0.3	4	-1
O=C(OCn1nnc2ccccc2c1=O)c1cccs1	-14	-1	0.3	-4	3	10	1.5	-5	1
CCOc1ccc(-n2c(SCC(=O)NC(C)CC)nc3n[nH]c(C)c3c2=N)cc1 (configuration not stated)	0	1	-0.6	6	3	8	-0.5	5	-7
CCOC(=O)/C(=C\c1cn(C)c2ccccc12)[N+](=O)[O-]	13	0	0.1	-1	6	3	0.1	7	-4
O=C(NCC(=O)N(c1ccc2c(c1)OCO2)C(C(=O)NC1CCCC1)c1cccs1)c1ccco1 (configuration not stated)	5	-1	-0.5	-4	0	-1	0.1	-17	-3
O=C(NC(=S)Nc1ccc(CN2CCOCC2)cc1)c1cccc(F)c1	nt	7	1.3	0	14	8	nt	nt	-3
CCOc1ccc(CN2CCN(S(=O)(=O)c3ccc(Cl)cc3)CC2)cc1	8	nt	0.2	6	0	3	-0.3	nt	2

Grouped by structure: those above with fluorine (2)
SMILES	D2 PAM	RXFP1 antag	TRHR agonist	TRHR enhancer	D1 ag	D1 antagonist	D2 ag	D2 antagonist	D1 PAM
CN1C(c2ccc(F)cc2)=CS/C1=C(\C#N)c1nnc2n1-c1ccccc1SC2	4	-35	-0.8	-3	1	3	0.6	-2	-8
O=C(NC(=S)Nc1ccc(CN2CCOCC2)cc1)c1cccc(F)c1	nt	7	1.3	0	14	8	nt	nt	-3

Limited to D2 antagonist, D2 ag and D1 PAM, for 2 of the compounds above:
structure	D2 antagonist	D2 ag	D1 PAM
C=C(C)CSc1nc(N)c2c(C)c(C)sc2n1	4	-0.1	-6
COCCNC(=O)c1ccc(Cn2c(SCC(=O)NC(C)C)nc3ccccc3c2=O)cc1	nt	-1.5	-2

The listing continues:
SMILES	D2 PAM	RXFP1 antag	TRHR agonist	TRHR enhancer	D1 ag	D1 antagonist	D2 ag	D2 antagonist	D1 PAM
Nc1c(C(=O)Nc2ccc3c(c2)OCCO3)nnn1Cc1ccc(Br)cc1	5	-7	2.1	2	12	10	5.4	1	3
Cc1ccc(S(=O)(=O)NC(CC(=O)O)c2ccco2)cc1 (configuration not stated)	9	3	-0.3	22	2	-12	-1.7	-6	-3
CC(Oc1ccccc1F)C(=O)NC1CCS(=O)(=O)C1 (configuration not stated)	2	0	-0.4	-1	3	11	0.5	-14	0
COC(=O)c1ccc(NC(=O)CNC(=O)c2sc3ccccc3c2Cl)cc1	4	1	1.4	7	3	4	-0.1	11	-4
